Bioassay records deposited in PubChem BioAssay by National Center for Advancing Translational Sciences (NCATS).
IL-2 act = qHTS of IL-2 Activators; IL-2 activation reporter assay, cell-based qHTS; stimulated with anti-CD3/CD4/CD28 beads; in transgenic mouse T cells; activation, % (series mostly up to about 46 µM); 0.065% of 360,000 active; in the data active means activation above about 50%; inconclusive means mostly about 30% to 49%; further: 0% is about no effect
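Readout is EGFP and DsRed signal by fluorescent plate cytometry after 18 h at 37 degrees C. Transgenic mouse T cells (750/well) received compound for 60 min before bead stimulation (anti-CD3, anti-CD4, anti-CD28); memory T cells served as non-tolerant control.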
aSyn rescue = qHTS of alpha-syn Inhibitors | Yeast expressing alpha-synuclein, growth rescue, BacTiter-Glo, 24 h | Potency, µM (series often up to 46.1 µM), for inactives: top-dose growth rescue (activation), most hits filed as activators | 0.14% of 370,000 active; further: potency means the concentration at half of the fitted maximal effect; % of control where 0% means no effect; nearly all actives have a fitted effect of over 65% in size
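Rescue of yeast growth: cells expressing toxic alpha-synuclein, induced in galactose at OD600 0.02, incubated with compound 24 h at 30 C. ATP luminescence quantified growth; inhibitors of toxicity appear as activators.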
FUS yeast rescue = qHTS for Suppressors of FUS Proteinopathy: Primary screen using FUS-linked yeast assay; Potency, µM (titrated, usually from 76.6 µM), for inactives: at the top dose growth rescue (activation), most hits filed as activators; 0.24% of 390,000 active; AID 1347120, 2019; S. cerevisiae FUS-expressing, growth rescue, OD600, 24 h;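 further: potency means the concentration at half of the fitted maximal effect; plate controls were DMSO vehicle for no effect and reference control for full effect; nearly all actives have a fitted effect of over 55% in size; some results filed as inactive show a strong effect at the top dose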
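Toxicity suppression screen in FUS-yeast. Cells induced with 2% galactose, starting OD 0.005, treated 24hr at 30C with compounds at multiple final concentrations; growth by OD600.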
EPAC1 ag = qHTS for Agonist of cAMP-regulated guanine nucleotide exchange factor 3 (EPAC1): primary screen | Potency, µM (top dose mostly 154 µM), inactives show at the highest dose activation, most hits filed as activators | EPAC1 agonist qHTS, biochemical assay; response scale: 100% = response to 6.5 mM cAMP | 0.073% of 360,000 active | Rap guanine nucleotide exchange factor 3 (Homo sapiens), O95398; further: potency means the concentration at half of the fitted maximal effect; nearly all actives have a fitted effect of over 60% in size
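Read-out is the fluorescence drop as BODIPY-GDP leaves Rap1B (480 nm excitation, 540 nm emission), recorded every 5 minutes over 30 minutes. Reactions held 100 nM EPAC1, 250 nM Rap1B–BODIPY-GDP and 50 uM GDP, with 6.5 mM cAMP setting full activation.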
EPAC1 antag = qHTS for Antagonist of cAMP-regulated guanine nucleotide exchange factor 3 (EPAC1): primary screen; Rap guanine nucleotide exchange factor 3 (Homo sapiens), O95398; EPAC1 GEF assay, Rap1b-BODIPY-GDP exchange fluorescence; Potency, µM (highest dose often 115 µM), for inactives: at the top dose activity change, negative = inhibition, usual class: inhibitors; 0.14% of 360,000 active;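 further: potency means the concentration at half of the fitted maximal effect; plate controls were vehicle for no effect and positive control for full effect; nearly all actives have a fitted effect of over 50% in size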
Abeta yeast res = qHTS for compounds that reverse cellular toxicity of Amyloid beta (A-beta) peptide in yeast: Primary Screen; yeast expressing A-beta42, growth rescue, OD600, 48 h; response scale: 0% DMSO, 100% iron-clioquinol control; Potency, µM (titrated, usually from 46.1 µM), without a hit: at the highest dose growth rescue, actives largely listed as activators; 0.063% of 410,000 active; AID 1347071, 2019; further: potency means the concentration at half of the fitted maximal effect; nearly all actives have a fitted effect of over 55% in size
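Yeast growth medium received pinned compounds, then yeast cells expressing toxic A-beta were added; plates incubated at 30 C for 48 hr. Growth read as absorbance at 600 nm, normalized to DMSO and equimolar FeCl3 plus clioquinol controls.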
PI5P4Ka inh = qHTS for Inhibitors of phosphatidylinositol 5-phosphate 4-kinase (PI5P4K); Phosphatidylinositol 5-phosphate 4-kinase type-2 alpha (Homo sapiens), P48426; PI5P4Kalpha enzyme, ADP-Glo luminescence, 60 min; active compounds read low; max response, %; 1.2% of 330,000 active; active means max response of -50% or lower; inconclusive means between -30% and -50%; inactive means -30% or higher; further: value at the top dose of about 77 µM; on the % scale 0 is the no-effect control and ±100 the full control effect
Target sequence (P48426 whole entry, looked up): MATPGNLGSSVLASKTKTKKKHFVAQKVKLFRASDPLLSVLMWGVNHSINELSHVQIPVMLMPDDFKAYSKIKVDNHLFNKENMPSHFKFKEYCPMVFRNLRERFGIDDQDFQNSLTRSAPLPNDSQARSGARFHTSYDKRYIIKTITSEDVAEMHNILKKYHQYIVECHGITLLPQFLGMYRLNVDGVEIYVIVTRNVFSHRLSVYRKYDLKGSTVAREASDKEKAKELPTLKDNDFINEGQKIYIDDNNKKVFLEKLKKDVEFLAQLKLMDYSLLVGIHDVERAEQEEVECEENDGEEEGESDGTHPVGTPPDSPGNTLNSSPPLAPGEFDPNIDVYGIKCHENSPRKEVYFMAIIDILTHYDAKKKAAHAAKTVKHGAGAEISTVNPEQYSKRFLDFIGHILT
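Single end-point luminescence (ADP-Glo) quantified ADP from PI5P4Kalpha turnover; ATP 5 microM final, 1 h at RT, 0.1% CHAPS and 0.28 mM EGTA in HEPES pH 7.4.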
PLK1 PBD block = qHTS for Inhibitors of PLK1-PDB (polo-like kinase 1 - polo-box domain): Primary Screen; Serine/threonine-protein kinase PLK1 (Homo sapiens), P53350; Plk1 PBD binding of FITC phosphopeptide, fluorescence polarization; Potency, µM, inactives show max response, negative = inhibition, usual class: inhibitors; 2.8% of 360,000 active; AID 720504, 2013; further: potency means the concentration at half of the fitted maximal effect; series mostly up to about 57 µM; on the % scale 0 is the no-effect control and ±100 the full control effect; nearly all actives have a fitted effect of over 65% in size
Target sequence (P53350 whole entry, looked up, the tested form may be a part): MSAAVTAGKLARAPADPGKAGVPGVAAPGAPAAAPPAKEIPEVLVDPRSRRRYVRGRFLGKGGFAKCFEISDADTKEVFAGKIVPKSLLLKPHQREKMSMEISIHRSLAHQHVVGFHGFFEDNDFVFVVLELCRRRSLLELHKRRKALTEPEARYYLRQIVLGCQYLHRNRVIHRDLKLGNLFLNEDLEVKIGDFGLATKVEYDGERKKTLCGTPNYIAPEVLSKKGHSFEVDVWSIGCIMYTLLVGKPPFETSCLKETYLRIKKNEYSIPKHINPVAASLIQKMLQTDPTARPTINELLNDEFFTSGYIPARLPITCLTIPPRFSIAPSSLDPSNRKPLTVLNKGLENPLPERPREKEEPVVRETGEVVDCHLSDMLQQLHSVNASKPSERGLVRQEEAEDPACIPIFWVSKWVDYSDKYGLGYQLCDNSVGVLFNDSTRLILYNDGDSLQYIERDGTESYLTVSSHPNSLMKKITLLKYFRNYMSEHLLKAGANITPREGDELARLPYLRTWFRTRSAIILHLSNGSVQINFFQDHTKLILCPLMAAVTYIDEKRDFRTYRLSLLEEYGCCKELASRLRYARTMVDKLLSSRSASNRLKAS
WRN helicase inh = qHTS for Inhibitors of WRN Helicase; 0.46% of 360,000 active; Potency, µM (top dose mostly 114 µM), inactives show top-dose activity change, negative = inhibition, hits mostly inhibitors; Bifunctional 3'-5' exonuclease/ATP-dependent helicase WRN (Homo sapiens), Q14191; WRN helicase unwinding, fluorescent forked duplex, kinetic; further: potency means the concentration at half of the fitted maximal effect; on the % scale 0 is the no-effect control and ±100 the full control effect; nearly all actives have a fitted effect of over 55% in size
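WRN at 20 nM final preincubated with compound 15 min at room temperature; reaction started with 100 nM fluorophore/quencher forked duplex oligonucleotide and 2 mM ATP final. Unwinding followed kinetically by red fluorescence (ex 525, em 598 nm).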
Numbers without * were called inactive; ? = inconclusive; . = not tested or not shown; & = joins results of further samples; [ ] = remark or other dose. Unless noted, the call rests on the fitted dose curve; in most records, active means well fitted curve in the direction sought with a large enough effect; inconclusive means small, poorly fitted or top-dose-only effect, or another doubt; inactive means no such curve, though single readings can be large; an effect the other way counts as inactive or inconclusive.

Order of values: IL-2 act, aSyn rescue, FUS yeast rescue, EPAC1 ag, EPAC1 antag, Abeta yeast res, PI5P4Ka inh, PLK1 PBD block, WRN helicase inh
COCCNC(=S)N(CCc1c(C)[nH]c2ccc(OC)cc12)Cc1ccco1
→ -3.8, 10%, 22%, 8%, -12%, -2%, 1, 3%, -6%
COc1ccc(OCC(=O)N2CCN(c3cccc(Cl)c3)CC2)cc1
→ -0.3, 12%, 37%, 8%, -9%, 12%, 13, -2%, -11%
Cc1ccc(C)c(C(=O)CSc2nnnn2-c2cccnc2)c1
→ -0.1, 10%, -15%, -1%, -3%, -40%[inhibitor], 7, ?, -2%
O=c1[nH]c(/C=C\c2cccnc2)c([N+](=O)[O-])c(=O)[nH]1
→ 1.7, -4%, 32%, 5%, -15%, -15%, ?, 27µM*, -22%
COc1ccc(Cl)cc1C(=O)N1CCN=C1SC
→ 1.5, 8%, -14%, 15%, -1%, -15%, 1, -1%, -8%
Cc1nc(-c2ccccn2)nc(SCC(=O)c2ccccc2)c1Cl
→ 0.3, 7%, 16%, 7%, 9%, 2%, 2, ?, 1%
COC(=O)c1ccc(CSc2nc3ccc(Cl)cc3[nH]2)o1
→ -2.7, -1%, 14%, -1%, -17%, 5%, -7, -23%, -36%[57.1 µM]
CCn1c(O)c(N=Nc2ccc3ccccc3n2)c2ccccc21
→ 1.0, -10%, -7%, -1%, 10%, -19%, 4, -23%, -4%
Cc1cccc(C)c1OCC(=O)N(Cc1ccco1)C1CCS(=O)(=O)C1 (stereo not drawn)
→ 0.8, -1%, -9%, -27%, -2%, -11%, 4, -6%, 11%
Cn1c(CN2CCCC2)c(C#N)c2ccccc21
→ 2.4, 5%, -35%, -7%, -7%, -4%, 1, -7%, 11%
CC1SC2(NC1=O)C1CC3CC(C1)CC2C3 (stereo not drawn)
→ -1.4, 14%, 13%, 3%, -1%, 19%, 4, 1%, -7%
Cn1c(C(=O)NCCN2CCCCCC2)cc2c(=O)n(C)c3ccccc3c21
→ -2.3, ?, 16%, -15%, -12%, 7%, -5, -21%, -27%
CCCC(=O)N1CCN(c2ccc(NC(=O)c3ccccc3)cc2)CC1
→ -2.0, 0%, -7%, 8%, 10%, 0%, 6, -1%, -7%
O=C(CSc1nnc(CNC(=O)c2c(F)cccc2Cl)o1)Nc1ccc2c(c1)OCCO2
→ -2.3, -2%, 10%, 9%, -6%, 7%, -10, -19%, 4%
CC1=C(C(=O)N(C(C)C)C(C)C)CC(CC(=O)NCC2CCCCC2)C(=O)N1Cc1ccc(F)cc1 (stereo not drawn)
→ -0.1, 0%, 41%, -7%, -13%, -7%, 1, 1%, 7%

Continued, starting with the last 2 of the part before.
Order of values: IL-2 act, aSyn rescue, FUS yeast rescue, EPAC1 ag, EPAC1 antag, Abeta yeast res, PI5P4Ka inh, PLK1 PBD block, WRN helicase inh
O=C(CSc1nnc(CNC(=O)c2c(F)cccc2Cl)o1)Nc1ccc2c(c1)OCCO2
→ -2.3, -2%, 10%, 9%, -6%, 7%, -10, -19%, 4%
CC1=C(C(=O)N(C(C)C)C(C)C)CC(CC(=O)NCC2CCCCC2)C(=O)N1Cc1ccc(F)cc1 (stereo not drawn)
→ -0.1, 0%, 41%, -7%, -13%, -7%, 1, 1%, 7%
C=C(C)C1CC=C(C)/C(=N/NC(=O)COc2ccccc2Cl)C1 (stereo not drawn)
→ -3.5, 2%, ., 0%, 1%, -9%, 6, 4%, -4%
CCC(C)C(NC(=O)C1CCC(=O)N1C(=O)OCc1ccccc1)C(=O)NC(C(=O)N1CCCC1C(N)=O)C(C)CC (stereo not drawn)
→ -2.4, 4%, -3%, 2%, -6%, 15%, 21, -7%, 5%
CCCCCCN1CCN(C2CN(Cc3ccc(C)cc3)S(=O)(=O)C2)CC1 (stereo not drawn)
→ -0.6, 0%, -10%, -6%, -6%, -23%, 9, -7%, 1%
Cc1cc(C)nc(NC(=O)C(c2ccccc2)c2ccccc2)n1
→ -1.3, 6%, 7%, -5%, 9%, 14%, ., 1%, -2%[57.1 µM]
CC1CN(c2cc(-c3ccccc3)c3ccccc3n2)CC(C)O1 (stereo not drawn)
→ -2.9, -6%, 9%, 0%, 2%, 1%, 7, -1%, 2%
O=C1[C@@H]2[C@H](C(=O)N1n1cnnc1)[C@H]1C=C[C@@H]2C1
→ 0.3, -1%, -11%, 0%, 3%, 4%, -6, -1%, -4%
O=C(CCc1nc2ccccc2c(=O)[nH]1)NCCN1C(=O)S/C(=C\c2ccc(OC(F)F)cc2)C1=O
→ -1.3, -3%, ., 11%, -6%, -9%, -10, -22%, ?
O=C(Nc1nnc(-c2ccco2)o1)c1cccc(N2C(=O)CCC2=O)c1
→ -2.9, 0%, 5%, 8%, -5%, -4%, -1, -4%, -19%
Cc1ccc(OCC(=O)NC(=S)Nc2ccc(Br)cn2)cc1C
→ -0.7, 4%, -11%, 3%, ?, 11%, 2, 0%, -2%
OCCNCc1cccc(OCc2ccc(Cl)cc2)c1
→ 0.2, 5%, 10%, -1%, 0%, -10%, 2, 7%, -4%
O=C(CN(Cc1ccco1)C(=O)CNS(=O)(=O)c1ccc(Cl)cc1)NCc1ccco1
→ 0.0, -3%, -21%, 1%, 9%, -3%, 6, 5%, -3%[57.1 µM]
O=[N+]([O-])c1cc([N+](=O)[O-])c(Oc2cncc(Cl)c2)cc1NC1CCCCCCC1
→ -1.2, -2%, -14%, -1%, -3%, -18%, -3, ?, 4%
Cc1ccc2nc(SCCCCOc3ccccc3)[nH]c2c1
→ 0.5, -26%, 18%, 13%, 10%, -4%, 4, -3%, -2%
CCN(CC)CCNC(=O)Cn1cnc2sc(C)c(S(=O)(=O)N3CCC(C)CC3)c2c1=O
→ 0.1, -1%, -7%&-17%, 3%, 6%, -5%&-16%, -20, -11%, 8%
COc1cc(C(=O)NCCOC(=O)c2cccc(N(C)C)c2)cc(OC)c1OC
→ -3.2, 1%, 10%, 4%, -26%, 12%, -1, -3%, -8%
COC(=O)CC(N)c1ccc(OC)c2ccccc12 (stereo not drawn)
→ -0.1, 4%, -3%, 3%, 13%, 10%, -1, -15%, 7%
CC(=O)Nc1cc(C(C)(C)C)c(O)c(C(C)(C)C)c1
→ -1.0, -1%, 15%, -3%, 4%, 24%, ., -2%, 8%
CCCCn1c(N)c(N(CCOC)C(=O)CCCc2nc3ccccc3s2)c(=O)[nH]c1=O
→ 2.1, -1%, 10%, -1%, -10%, -5%, 0, -21%, 7%
CCCCN(C)C(=O)C1CCN(Cc2cccnc2)CC1
→ -1.1, 0%, -16%, 6%, -7%, 4%, -6, -4%, -4%
Oc1cc2c(cc1C(c1ccc(Br)cc1)N1CCCC1)OCO2 (stereo not drawn)
→ -2.2, -10%, 8%, 6%, 0%, ?, -102*, 1.5µM*, 45µM*
N#CCSc1n[nH]c2nc3c(c(=O)n12)C1(CCCC1)Cc1ccccc1-3
→ -0.2, 2%, 2%, -3%, -14%, 15%, -3, ?, -21%
O=C(Nc1ccccc1)OC1CCCCc2cccnc21 (stereo not drawn)
→ -0.2, 2%, 5%, 6%, -1%, 20%, 5, -2%, -8%
NC(=O)[C@H]1CC2(CC(c3cccc(NC(=O)[C@H]4CCC(=O)N4)c3)=NO2)CN1C(=O)c1ccccc1C(=O)c1ccccc1 (stereo partly drawn)
→ 0.1, -7%, 7%, 5%, 1%, -18%, -12, -7%, 3%
CCN(CC(=O)Nc1ccc(OC)cc1)C(=O)CSCC(=O)Nc1cc(C)on1
→ 0.2, -2%, ., -3%, -24%, -1%, 1, 3%, -4%
CCN(CC)S(=O)(=O)c1ccc(/C=C/C(=O)Nc2ccc(F)cc2F)cc1
→ -3.8, -7%, -5%, -1%, -29%, -7%, -2, -5%, -7%
CC(=O)Nc1cccc(-c2nc3ccccc3s2)c1
→ -2.0, 8%, -9%, 4%, 1%, 11%, 5, -4%, 1%
COc1ccc(C2=NOC(Cn3nc(-c4ccccc4)cc3C(=O)NCc3cccc(C(F)(F)F)c3)C2)cc1 (stereo not drawn)
→ 0.6, -1%, -8%, -26%, -13%, -6%, -4, -3%, 8%
CN(C(=O)c1ccc(Oc2ccc([N+](=O)[O-])cc2)cc1)C1CCCCC1
→ -0.7, -13%, ?, 16%, -25%, 3%, 1, 1%, -10%
CN(CC(=O)Nc1cccc(F)c1)C(=O)c1cc(S(=O)(=O)N2CCN(c3ccccc3)CC2)ccc1Cl
→ -0.8, -8%, ?, 3%, -15%, 12%, 8, -14%, -2%
CCCS(=O)(=O)NC(=O)C1(C)CCN(C(=O)Cc2ccc(F)cc2)C1 (stereo not drawn)
→ 0.3, -11%, -17%, 3%, 5%, -12%, 1, -3%, 3%
CC(=O)NC(CC(=O)NC12CC3CC(CC(C3)C1)C2)c1ccccc1 (stereo not drawn)
→ 0.9, 4%, ., -5%, 11%, 4%, -3, -2%, -4%
